# PI5P4K alpha inh: blocks human PI5P4K alpha kinase activity; max response, %; P48426; PI5P4Kalpha enzyme, ADP-Glo luminescence, 60 min; hits give low values; 1.2% of 330,000 active; active = max response of -50% or lower; inconclusive = between -30% and -50%; inactive = -30% or higher; also: value at the top dose of about 77 µM; % is scaled to controls: 0 for no effect and ±100 for the full control effect
# Target sequence (P48426 whole entry, looked up): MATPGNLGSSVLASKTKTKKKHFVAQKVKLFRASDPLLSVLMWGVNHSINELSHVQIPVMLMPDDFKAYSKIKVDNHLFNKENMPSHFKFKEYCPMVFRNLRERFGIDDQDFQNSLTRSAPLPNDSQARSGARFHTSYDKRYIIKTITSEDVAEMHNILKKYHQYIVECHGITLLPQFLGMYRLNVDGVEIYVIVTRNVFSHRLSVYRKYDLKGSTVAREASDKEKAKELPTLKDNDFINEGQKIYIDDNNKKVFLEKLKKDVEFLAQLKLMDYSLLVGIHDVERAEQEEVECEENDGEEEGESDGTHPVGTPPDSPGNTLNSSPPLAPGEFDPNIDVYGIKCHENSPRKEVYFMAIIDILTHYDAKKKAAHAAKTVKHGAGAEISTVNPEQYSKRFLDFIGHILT
#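 Luminescence from ADP-Glo served as readout of PI5P4Kalpha activity in a qHTS format. Reaction: enzyme, substrate, compound, ATP at 5 microM final, 60 min at RT.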
# PLK1 PBD inh: blocks phosphopeptide binding to human PLK1 polo-box domain; P53350; Plk1 PBD binding of FITC phosphopeptide, fluorescence polarization; Potency, µM, without a hit: max response, negative = inhibition, actives largely listed as inhibitors; 2.8% of 360,000 active; AID 720504; also: potency is read from the fitted curve at half-maximal effect; series mostly up to about 57 µM; % is scaled to controls: 0 for no effect and ±100 for the full control effect; nearly all actives have a fitted effect of over 65% in size
# Target sequence (P53350 whole entry, looked up, the tested form may be a part): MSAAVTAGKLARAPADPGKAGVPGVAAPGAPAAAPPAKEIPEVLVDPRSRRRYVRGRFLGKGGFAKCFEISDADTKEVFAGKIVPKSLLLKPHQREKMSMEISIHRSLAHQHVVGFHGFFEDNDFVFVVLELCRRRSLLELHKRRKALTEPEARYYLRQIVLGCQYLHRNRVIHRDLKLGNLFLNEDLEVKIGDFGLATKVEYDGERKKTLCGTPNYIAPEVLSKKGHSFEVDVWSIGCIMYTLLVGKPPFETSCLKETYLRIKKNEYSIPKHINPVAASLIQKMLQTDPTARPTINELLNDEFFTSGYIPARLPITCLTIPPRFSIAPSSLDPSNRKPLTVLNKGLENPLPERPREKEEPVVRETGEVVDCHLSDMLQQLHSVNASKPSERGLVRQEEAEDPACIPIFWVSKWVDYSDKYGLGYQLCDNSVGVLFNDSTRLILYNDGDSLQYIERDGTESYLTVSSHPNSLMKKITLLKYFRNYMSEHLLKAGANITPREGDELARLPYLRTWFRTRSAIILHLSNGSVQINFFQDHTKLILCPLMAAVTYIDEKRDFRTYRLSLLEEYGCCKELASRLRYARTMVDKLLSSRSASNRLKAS
# GLP1R cytotox: cytotoxicity in counter-screen for GLP-1R inverse agonists. 0.13% of 410,000 active. AID 624418. HEK293 cAMP-luciferase reporter cells, luminescence, 24 h. Potency, µM (top dose mostly 38.3 µM), without a hit: at the top dose activity change, negative = inhibition, usual class: inhibitors;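 also: loss of luciferase light is scored as toxicity; potency is read from the fitted curve at half-maximal effect; % is scaled to controls: 0 for no effect and ±100 for the full control effect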
#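 MLSMR compounds, 24 hr on cells at 37 deg C/5% CO2; luminescence after luciferase reagent (12 min RT). Inhibition counted as the undesired cytotoxic outcome.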
# GLP-1R inv ag: inverse agonists of human GLP-1 receptor | P43220 | HEK293 GLP-1R CRE-luciferase, luminescence, 24 h; GLP-1R form is constitutively active | Potency, µM (top dose mostly 38.3 µM), for inactives: top-dose activity change, negative = inhibition, actives largely listed as inhibitors | 1.6% of 410,000 active; also: potency is read from the fitted curve at half-maximal effect; % is scaled to controls: 0 for no effect and ±100 for the full control effect; nearly all actives have a fitted effect of over 55% in size
#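 Seeding at 200 cells/uL, 12 h culture, 24 hr compound treatment, then luciferase reagent and a luminescence read; cells are HEK293 stably expressing a constitutively active GLP-1R plus cAMP-responsive luciferase.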
# IL-2 act: activates IL-2 in a cell-based reporter assay. activation, % (series mostly up to about 46 µM). 0.065% of 360,000 active. IL-2 activation reporter assay, cell-based qHTS; stimulated with anti-CD3/CD4/CD28 beads; in transgenic mouse T cells; in the data active = activation above about 50%; inconclusive = mostly about 30% to 49%; also: 0% is about no effect
#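 EGFP and DsRed fluorescence is measured by plate cytometry in unstimulated transgenic mouse T cells exposed to compound for 60 minutes, then stimulated 18 hours at 37 degrees C with anti-CD3/anti-CD4 beads plus anti-CD28.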
# D3 antag: antagonists of human D3 dopamine receptor. AID 652054. D3R cells, DiscoveRx beta-arrestin luminescence, antagonist mode; hits give low values. max response, negative = inhibition, %. P35462. 2.5% of 360,000 active; in the data active = max response below about -50%; inconclusive = no clear call, values can overlap the other calls; also: % is scaled to controls: 0 for no effect and ±100 for the full control effect; mostly tested at two doses, the higher about 12 µM
#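 Cells expressing the human receptor were seeded at 1500 cells/well, incubated overnight at 37 degrees C in 5% CO2, then exposed to library compounds with dopamine controls for 90 minutes at 37 degrees C before luminescent detection.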
# D3 ag: agonists of human D3 dopamine receptor; P35462; D3R DiscoveRx beta-arrestin cells, luminescence, 90 min; max activation, %; 0.58% of 410,000 active; in the data active = max activation above about 30%; also: 0% is about no effect; mostly tested at two doses, the higher about 12 µM
#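 Agonist mode: compounds and dopamine controls were applied to plated cells for 90 min at 37 degrees C after an overnight attachment at 1500 cells/well. Luminescent read-out followed 30 - 60 minutes at room temperature with DiscoveRx detection reagent.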
# GLP-1R agonist: activates the human GLP-1 receptor; HEK293 GLP-1R CRE-luciferase, luminescence, 4-6 h; cells express a hypersensitive GLP-1R form; 0.007% of 380,000 active; P43220; Potency, µM (doses to about 45.6 µM), inactives show top-dose activation, usual class: activators; AID 624172; also: potency is read from the fitted curve at half-maximal effect; % of control where 0% means no effect
# WRN helicase inh: blocks human WRN helicase; AID 651768; 0.46% of 360,000 active; WRN helicase unwinding, fluorescent forked duplex, kinetic; Q14191; Potency, µM (doses to about 114 µM), for the others: at the top dose activity change, negative = inhibition, usual class: inhibitors; also: potency is read from the fitted curve at half-maximal effect; % is scaled to controls: 0 for no effect and ±100 for the full control effect; nearly all actives have a fitted effect of over 55% in size
#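 Enzyme (20 nM final) and test compound sit together 15 min at room temperature before substrate addition. Substrate is a single-forked duplex oligonucleotide (100 nM) labelled with fluorophore and quencher, with 2 mM ATP; helicase unwinding raises red fluorescence, read kinetically.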
# Numbers without * were called inactive; ? = inconclusive; . = not tested or not shown; [ ] = another dose, or the depositor's remark. Unless noted, calls follow the shape of the dose curve; as a rule, active = well fitted curve in the direction sought with a large enough effect; inconclusive = small, poorly fitted or top-dose-only effect, or another doubt; inactive = no such curve, though single readings can be large; an effect the other way counts as inactive or inconclusive.
SMILES,PI5P4K alpha inh,PLK1 PBD inh,GLP1R cytotox,GLP-1R inv ag,IL-2 act,D3 antag,D3 ag,GLP-1R agonist,WRN helicase inh
COc1ccc(CNC(=O)c2cc(S(=O)(=O)N3CCCCC3)ccc2N2CCOCC2)cc1OC,5,-12%,15%,20%,0.1,-4,-4,3%,10%
COCCNc1ncnc2c1cnn2Cc1ccc(Cl)cc1,13,0%,?,?,-0.1,28,1,12%,-5%
Cc1ccc2nc(C(=O)N3CCCC(Nc4ccc(F)cc4)C3)cn2c1 (stereo not given),8,-2%,1%,-3%,11,-8,0,3%,3%
CC1CCCCN1Cc1c(O)ccc2c(=O)c(-c3ccc(Br)cc3)coc12 (stereo not given),0,-11%,1%,-10%,-3.3,-15,-1,8%,-7%[57.1 µM]
CCS(=O)(=O)N1Cc2ccccc2CC1C(=O)Nc1nc2ccccc2[nH]1 (stereo not given),-16,-13%,-14%,-28%,2.1,?,-1,-6%,-3%
COc1c(O)c(=O)n2c3ccccc3c3ccnc1c32,-4,-11%,9%,14%,2.2,37,1,1%,-19%
N#CCCN(C(=O)c1cc2c(s1)-c1ccccc1S(=O)(=O)C2)c1ccccc1,-1,-17%,-25%,-11%,0.1,16,3,3%,2%
O=c1c2ccccc2nc(SCCN2CCOCC2)n1CCc1ccccc1,-1,-7%,8%,10µM*,-2.9,17,-6,26%,-3%
CCN(C[C@H]1N[C@@](C)(C(=O)OC)[C@H]2C(=O)N(C)C(=O)[C@@H]12)C(=O)c1ccc(C)cc1,-1,5%,-8%,1%,0.1,0,16,7%,6%
COc1cccc(OC)c1C(=O)Nc1ccc(S(=O)(=O)Nc2cc(C)nc(C)n2)cc1,-3,-4%,-5%,0%,23,-6,4,4%,-1%
O=C(NNC(=O)c1ccccc1O)c1cccc(Br)c1,3,-12%,-9%,?,0.9,-2,5,-3%,-1%
COc1ccc2c(=O)c3c(=O)n(Cc4ccccc4)c(C(C)C)nc3oc2c1,3,0%,4%,4%,-1.8,-3,-5,0%,-2%
CC1(C)C(=O)NC(=O)N1Cc1ccccc1,-2,4%,3%,24%,-0.3,-30,-16,-2%,1%
O=C(Nc1nc2cc3c(cc2s1)OCCO3)C1CCCCC1,-16,-5%,16%,?,-2.0,-9,7,-5%,-8%
COc1ccccc1-c1csc(C(O)c2ccccc2)n1 (stereo not given),-9,-9%,0%,?,-0.4,0,-12,12%,-6%
Cc1c(C=O)c(Cl)n(C)c(=O)c1C#N,?,?,4%,10%,-4.2,-2,-3,-3%,-17%
CCN1C(=O)c2ccc(C(=O)NCc3ccc4c(c3)OCO4)cc2C1=O,.,0%,10%,0%,0.0,5,2,0%,-3%
CCCCC1CCC(c2nc(-c3cccnc3)no2)CC1 (stereo not given),25,1%,19%,-19%,-0.7,19,1,2%,1%
O=C(NCCN1CCOCC1)c1cc2c(=O)n3ccccc3nc2n1Cc1ccccc1,.,-6%,359%[activator],32%[activator],-2.2,19,22,19%,-1%
CC(=O)C(Sc1nnnn1-c1ccccc1)C(C)=O,-7,-4%,13%,3%,-2.5,12,-2,1%,2%
Cc1cnc(C(=O)OCC(=O)Nc2ccc(C)c(S(=O)(=O)N3CCOCC3)c2)cn1,3,-2%,14%,1%,-0.6,22,0,-2%,-12%
C/C(CC(=O)Nc1cc(Cl)ccc1Cl)=N\NC(N)=S,6,-9%,-27%,?,-1.2,9,0,2%,0%
COC[C@H]1CCCN1c1ccc2c(c1)O[C@H](COCc1ccccc1)CN([C@H](C)c1ccccc1)S2(=O)=O,10,-1%,3%,?,-0.9,5,4,3%,-4%
C=CCOC(=O)C1=C(C)NC(=O)NC1c1ccc(Cl)cc1 (stereo not given),6,-8%,3%,-6%,-1.4,-14,3,10%,0%
CCCCc1nc2sc3c(c2c(=O)[nH]1)CC(C)(C)OC3,3,2%,-3%,12%,0.5,-16,-5,-4%,8%

# The list goes on (2 carried over from the part before).
SMILES,PI5P4K alpha inh,PLK1 PBD inh,GLP1R cytotox,GLP-1R inv ag,IL-2 act,D3 antag,D3 ag,GLP-1R agonist,WRN helicase inh
C=CCOC(=O)C1=C(C)NC(=O)NC1c1ccc(Cl)cc1 (stereo not given),6,-8%,3%,-6%,-1.4,-14,3,10%,0%
CCCCc1nc2sc3c(c2c(=O)[nH]1)CC(C)(C)OC3,3,2%,-3%,12%,0.5,-16,-5,-4%,8%
CN1OC[C@@H]2CN(C(=O)CCc3ccccc3)[C@H](c3cccc(-c4ccccc4)c3)C[C@@H]21,-2,-10%,3%,?,0.1,-9,-19,3%,-7%
O=C(COC(=O)c1ccc(NS(=O)(=O)c2cccs2)cc1)NCc1ccco1,-72*,?,-14%,-23%,2.2,-3,4,-1%,45µM*
Cc1cnc(C(=O)Nc2cccc3cccnc23)cn1,0,0%,-49%,?,-1.5,8,0,-8%,5%
C#CC(C)(C)NC(=O)c1ccc(-c2ccccc2F)cc1,4,-9%,19%,?,-2.5,-23,-22,18%,-2%
CCCCCC(=O)NC(=S)Nc1ccc(N2CCOCC2)cc1,5,-24%,?,?,-4.0,-8,4,13%,-6%
COc1ccc(C(=O)NNC(=O)CSc2nc(C(C)C)nc3ccccc23)cc1,4,-3%,-7%,?,1.1,1,4,13%,2%
Cc1ccccc1CSc1nccn1-c1ccccc1,-3,-13%,7%,?,-0.1,-5,-2,7%,-18%
Cc1cc(C)cc(NC(=O)C/C(N)=N/O)c1,.,-4%,-2%,1%,3.0,10,-4,-2%,-6%
Cc1cc(C)n2nc(SCC(=O)Nc3c(C)n(C)n(-c4ccccc4)c3=O)nc2n1,-7,2%,-3%,1%,-2.1,5,4,1%,1%
CCOC(=O)CSC(CC)C(=O)Nc1nnc(C(C)C)s1 (stereo not given),-6,-15%,1%,24%,-3.0,3,2,-3%,5%
O=S(=O)(Nc1ccc(-c2ccccc2)cc1)c1ccccc1,1,-10%,-3%,?,-0.7,?,-9,1%,-8%
O=C1CC(N2CCN(c3ccccc3Cl)CC2)C(=O)N1c1cccc(F)c1 (stereo not given),-3,-9%,2%,-2%,-1.5,0,-1,-1%,4%
COc1cc(C(=O)NC2CCN(Cc3ccccc3)CC2)cc(Cl)c1OC(C)C,-1,3%,-5%,10µM*,-4.0,-72*,-21,17%,-3%
CC(C)(C)OC(=O)[C@H](Cc1ccccc1)NC(=O)c1nc[nH]c1C(=O)N1CCc2ccccc2C1,9,-18%,8%,?,-3.3,-28,7,4%,-5%
CN(C)S(=O)(=O)c1cccc(NC(=O)C(c2ccccc2)c2ccccc2)c1,-1,4%,-7%,?,-1.0,1,-8,4%,-11%
CS(=O)(=O)c1ccccc1C(=O)Nc1ccc(-c2nc3ccccc3o2)cc1,-1,0%,8%,-17%,0.9,-15,-13,-3%,-4%
CC1Sc2ccc(S(=O)(=O)CCC(=O)Nc3ccccn3)cc2NC1=O (stereo not given),0,-6%,-8%,1%,0.0,2,0,0%,3%
Cc1ccc(NC2=CC(=O)CC(c3ccc(Cl)cc3)C2)cc1 (stereo not given),1,-15%,-1%,?,-0.1,?,-6,-8%,-5%
C#CCOCCOCCOCCNc1nc(N2CCN(C(=O)[C@H]([C@@H](C)CC)n3cc([C@@H](N)Cc4ccc(O)cc4)nn3)CC2)nc(N2CCN(C(=O)[C@H](Cc3ccc(O)cc3)n3cc([C@@H](N)C(C)CC)nn3)CC2)n1 (stereo not given in full),-9,-1%,15%,5%,-0.5,-16,-17,-3%,-8%
O=C(Cc1ccccc1)c1nnc(-c2ccccc2)o1,-8,-12%,18%,15%,3.1,9,-2,3%,-4%
CCc1ccc(CNC(=O)C2Cc3cc(S(=O)(=O)N4CCCC4)ccc3N2C(C)=O)cc1 (stereo not given),-1,-20%,0%,7%,0.3,-8,4,2%,2%
O=C(COC(=O)c1cccc([N+](=O)[O-])c1)NC1CCCC1,-1,-11%,18%,18%,-0.6,-10,-2,2%,5%
CCc1nc2c(OCCC3CCCCC3)cccn2c1N(C)C(=O)c1ccc(C)cc1,-13,-11%,2%,?,-0.7,-56*,-18,-1%,-12%
Cc1ccc(S(=O)(=O)N2CCOCC2)cc1NC(=O)CNCc1ccccc1Cl,6,0%,-6%,-18%,-4.7,-15,35*,7%,-25%
COc1ccc(OC)c(S(=O)(=O)N2CCC(C(=O)Nc3ccc(C)c(C)c3)CC2)c1,.,0%,1%,?,-0.1,37,1,-12%,-6%
# (listing goes on)
SMILES,PI5P4K alpha inh,PLK1 PBD inh,GLP1R cytotox,GLP-1R inv ag,IL-2 act,D3 antag,D3 ag,GLP-1R agonist,WRN helicase inh
O=C(COC(=O)[C@H](Cc1ccccc1)NC(=O)c1ccco1)NC(c1ccccc1)c1ccccc1,0,1%,-2%,-23%,-1.0,-26,2,-5%,-13%
NS(=O)(=O)c1ccc(NC(=O)CSc2nc3c(c(=O)[nH]2)CCCC3)cc1,4,-1%,-11%,23%,-0.4,10,-1,3%,-4%
Cc1ccccc1NC(=O)C12CC3CCC1(C)C3(C)CO2 (stereo not given),0,1%,0%,?,-2.6,2,-2,6%,5%
CCCCCC(C)NC(=S)NC(=O)c1cc(S(=O)(=O)N2CCOCC2)ccc1C (stereo not given),18,-22%,-7%,?,-3.0,10,3,15%,-10%
CC(=O)OCc1cc(-c2nc3ccccc3[nH]c2=O)nn1-c1ccc(Cl)cc1,2,-4%,10%,-5%,1.7,9,-1,1%,-8%
CCOC(=O)c1c(C)[nH]c(C(=O)COC(=O)Cn2cc(C(F)(F)F)ccc2=O)c1C,-1,1%,6%,25%,0.1,29,0,-3%,5%
OC1CCCN(CC(O)COC(c2ccccc2)c2ccccc2)C1 (stereo not given),2,1%,-2%,-26%,-1.4,3,-4,2%,-30%
Cc1ccc(Nc2nc(C)c3c(n2)CC(C)CC3=O)c(C)c1 (stereo not given),3,-12%,1%,?,-3.2,4,-6,9%,-6%
